# BRCA1 expr up: qHTS Assay to Identify Small Molecule Activators of BRCA1 Expression; MCF7-BRCA1-FFLuc reporter, luminescence, 48 h; response scale: scaled: vehicle 0%, 10 µM genistein 100%; Potency, µM (titrated, usually from 46.1 µM), without a hit: at the top dose activation, most hits filed as activators; 380,000 compounds, 1.1% hits; note: nearly all actives have a fitted effect of over 80% in size; some results filed as inactive show a strong effect at the top dose
#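 Luminescence from a BRCA1-driven firefly luciferase in MCF7 cells was the read-out, taken 15 min after substrate addition following 48 h compound exposure at 37 °C. Data were normalized to a 10 microM genistein control and DMSO vehicle.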
# ELG1 genotox: qHTS screen for small molecules that induce genotoxicity in human embryonic kidney (HEK293T) cells expressing luciferase-tagged ELG1; HEK293T ELG1-luciferase reporter, luminescence, 16 h; Potency, µM (series often up to 46 µM), for inactives: top-dose activity change, positive = activation, hits mostly activators; 330,000 compounds, 1.3% hits; note: % of control where 0% means no effect; nearly all actives have a fitted effect of over 60% in size
#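 Genotoxicity was scored as increased ELG1-luciferase reporter signal, measured by ONE-Glo luminescence (30 min, room temperature). Compound or vehicle exposure of the HEK293T reporter cells lasted 16 hr at 37°C.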
# NPC1 promoter act: qHTS Assay for NPC1 Promoter Activators; Huh7 NPC1 promoter luciferase reporter, 24 h; Potency, µM (highest dose often 9.22 µM), inactives show top-dose activation, most hits filed as activators; 320,000 compounds, 2.4% hits;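 note: % of control where 0% means no effect; nearly all actives have a fitted effect of over 60% in size; reporter is driven by a mutant NPC1 promoter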
#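 Huh7 reporter cells (NPC1 promoter driving luciferase) are dosed with compound for 24 h at 37 °C, 5% CO2; luciferase detection reagent is then added and luminescence measured after 10 min at ambient temperature.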
# uPA surface inh: qHTS for Inhibitors of Cell Surface uPA Generation; 330,000 compounds, 0.31% hits; Potency, µM (top dose mostly 38.3 µM), for inactives: at the highest dose activity change, negative = inhibition, most hits filed as inhibitors; AID 540303, 2011; cell surface uPA generation assay, qHTS; active = well fitted inhibition curve with a large enough effect; inconclusive = small, poorly fitted or top-dose-only effect; inactive = no such curve, though single readings can be large or run the other way; tested in mouse RAW 264.7 cells; note: % is set by controls: 0 for no effect and ±100 for the full control effect; nearly all actives have a fitted effect of over 55% in size
# CXXC DNA block: qHTS Fluorescence Polarization Assay for Inhibitors of MLL CXXC domain - DNA interaction; 290,000 compounds, 0.037% hits; MLL-CXXC / FITC-HOXA9 DNA fluorescence polarization; Potency, µM (highest dose often 115 µM), without a hit: top-dose activity change, negative = inhibition, hits mostly inhibitors; AID 2662, 2010; Histone-lysine N-methyltransferase 2A (Homo sapiens), Q03164; active = well fitted inhibition curve with a large enough effect in the polarisation, with a control signal flat, not every such curve was filed as active; inconclusive = small, poorly fitted or top-dose-only effect, or effect the other way, or a change in a side signal; inactive = no such curve, though single readings can be large or run the other way; the % refers to the polarisation
#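 Purified MLL-CXXC (added from a 7 uM solution) was preincubated 5 min at ambient with pinned compounds in 50 mM Tris-HCl pH 7.5, 50 mM NaCl, 1 mM DTT, 0.05% BSA. Fluorescein-labeled HOX-A9 DNA (50 nM solution) followed, 30 min, then polarization read.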
# FLuc counter: qHTS profiling assay for firefly luciferase inhibitor/activator using purifed enzyme and Km concentrations of substrates (counterscreen for miR-21 project); Luciferin 4-monooxygenase (Photinus pyralis), P08659; purified FLuc, Km substrates, luminescence inhibition; Potency, µM (titrated, usually from 57.5 µM), for the others: top-dose activity change, negative = inhibition, usual class: inhibitors; 360,000 compounds, 6.9% hits;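 note: plate controls were vehicle for no effect and reference inhibitor for full effect; nearly all actives have a fitted effect of over 55% in size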
# Target sequence (P08659 whole entry, looked up): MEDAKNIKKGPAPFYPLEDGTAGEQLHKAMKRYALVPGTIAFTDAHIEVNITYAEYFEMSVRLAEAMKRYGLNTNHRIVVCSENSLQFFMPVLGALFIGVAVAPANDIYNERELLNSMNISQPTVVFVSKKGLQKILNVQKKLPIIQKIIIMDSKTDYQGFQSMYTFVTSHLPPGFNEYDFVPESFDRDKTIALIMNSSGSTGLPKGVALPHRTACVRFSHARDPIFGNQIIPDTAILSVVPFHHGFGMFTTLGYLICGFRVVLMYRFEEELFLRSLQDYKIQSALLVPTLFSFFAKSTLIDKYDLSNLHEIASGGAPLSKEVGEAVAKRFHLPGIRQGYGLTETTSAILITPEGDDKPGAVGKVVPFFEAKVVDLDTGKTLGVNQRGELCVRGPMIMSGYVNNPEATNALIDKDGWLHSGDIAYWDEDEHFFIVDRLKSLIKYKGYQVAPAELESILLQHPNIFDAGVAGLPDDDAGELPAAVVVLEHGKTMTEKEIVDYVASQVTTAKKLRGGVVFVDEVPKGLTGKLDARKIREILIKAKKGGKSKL
#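 Purified P. pyralis luciferase, 10 nM final, with Km-level 10 uM D-luciferin and 10 uM ATP in 50 mM Tris acetate pH 7.5, 10 mM Mg acetate, 0.01% Tween-20, 0.05% BSA; 6-point qHTS titration about 60 µM downward; luminescence read.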
# p53 reactivation: qHTS assay for re-activators of p53 using a Luc reporter; H1299 p53-A138V BP100-luciferase reporter, luminescence, 24 h; Potency, µM (titrated, usually from 92.2 µM), inactives show at the highest dose activity change, positive = activation, actives largely listed as activators; 320,000 compounds, 0.063% hits; AID 504706, 2011; note: % of control where 0% means no effect; nearly all actives have a fitted effect of over 45% in size
#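 H1299 (p53-null), stable ts p53-A138V + BP100-Luc; 1000 cells/well, Opti-MEM/10% FBS; cpd 4 pt, 1:5; 24 h, 37 deg C, 5% CO2; detection reagent 10 min RT; luminescence.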
# MBNL1-CUG inh: qHTS Assay for Inhibitors of MBNL1-poly(CUG) RNA binding; Muscleblind-like protein 1 (Homo sapiens), Q9NR56; 280,000 compounds, 0.036% hits; TR-FRET MBNL1-His/biotin-(CUG)12 binding, 665/545 ratio; Potency, µM (doses to about 57.5 µM), inactives show top-dose activity change, negative = inhibition, hits mostly inhibitors; active = well fitted inhibition curve with a large enough effect in the signal ratio, with a control signal flat, not every such curve was filed as active; inconclusive = small, poorly fitted or top-dose-only effect, or effect the other way, or a change in a side signal; inactive = no such curve, though single readings can be large or run the other way; the % refers to the signal ratio; note: % is set by controls: 0 for no effect and ±100 for the full control effect
# Target sequence (Q9NR56 whole entry, looked up): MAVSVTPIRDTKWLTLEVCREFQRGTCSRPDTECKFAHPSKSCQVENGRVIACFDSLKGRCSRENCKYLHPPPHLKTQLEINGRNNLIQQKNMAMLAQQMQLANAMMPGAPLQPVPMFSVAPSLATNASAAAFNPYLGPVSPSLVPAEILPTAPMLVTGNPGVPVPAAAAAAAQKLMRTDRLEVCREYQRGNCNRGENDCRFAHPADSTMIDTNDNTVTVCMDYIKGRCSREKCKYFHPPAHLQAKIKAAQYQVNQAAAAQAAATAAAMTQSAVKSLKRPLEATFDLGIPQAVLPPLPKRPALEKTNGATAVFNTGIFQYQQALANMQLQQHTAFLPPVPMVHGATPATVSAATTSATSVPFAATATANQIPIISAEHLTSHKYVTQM
#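 MBNL1-His + Biotin-(CUG)12, cpd titration 92 nM–58 uM; Tb anti-His Ab 0.055 ng/ul, SA-XL665 5 nM (final); 60 min RT; ratiometric 665/545 nm, Ex 340 nm; normalized to buffer and full-complex controls.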
# Rab9 promoter act: qHTS Assay for Rab9 Promoter Activators. Huh7 Rab9 promoter-luciferase reporter, luminescence, 24 h. AID 485297, 2010. 320,000 compounds, 2.8% hits. Potency, µM (series often up to 9.22 µM), inactives show top-dose activation, negative = inhibition, usual class: activators; note: % of control where 0% means no effect; nearly all actives have a fitted effect of over 60% in size
#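 Cells were plated at 1500 per well in reduced-serum medium with 10% FBS and left 2 h. Compound in DMSO was then added for 24 h at 37 °C. Reporter signal was read by luminescence after 10 min with luciferase detection reagent.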
# RORgamma inh: qHTS for inhibitors of ROR gamma transcriptional activity; Potency, µM (doses to about 53.6 µM), without a hit: top-dose activity change, negative = inhibition, most hits filed as inhibitors; Drosophila S2 Gal4-RORgamma UAS-luciferase reporter, 20 h; 310,000 compounds, 5.4% hits; Nuclear receptor ROR-gamma (Mus musculus), P51450; note: % is set by controls: 0 for no effect and ±100 for the full control effect; nearly all actives have a fitted effect of over 60% in size
#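 Luminescence from a UAS-regulated Photinus luciferase reporter in stably transfected Drosophila Schneider cells is measured; decreased signal marks ROR gamma inhibition. Fusion expression is induced by 700 uM copper sulfate for 20 hr.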
# Gal4-VP16 FLuc: VP16 counterscreen qHTS for inhibitors of ROR gamma transcriptional activity. Drosophila S2 Gal4-VP16 UAS-luciferase, luminescence, 20 h. Potency, µM (top dose mostly 53.6 µM), without a hit: at the highest dose activity, negative = inhibition, most hits filed as inhibitors. 310,000 compounds, 3.5% hits. AID 2546, 2010;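 note: Gal4-VP16 expression switched on by copper sulfate through the metallothionein promoter; % is set by controls: 0 for no effect and ±100 for the full control effect; nearly all actives have a fitted effect of over 50% in size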
# An asterisk follows results filed as active; ? = inconclusive; . = no result given; [ ] = remark or other dose. Unless noted, calls come from the whole dose curve; as a rule, active = well fitted curve in the direction sought with a large enough effect; inconclusive = small, poorly fitted or top-dose-only effect, or another doubt; inactive = no such curve, though single readings can be large; an effect the other way counts as inactive or inconclusive. Potency is the fitted concentration of half-maximal effect. Only part of the results is shown; count on the stated rates, not on these rows.
# A first look:
Structure	BRCA1 expr up	ELG1 genotox	NPC1 promoter act	uPA surface inh	CXXC DNA block	FLuc counter	p53 reactivation	MBNL1-CUG inh	Rab9 promoter act	RORgamma inh	Gal4-VP16 FLuc
COc1ccccc1NS(=O)(=O)c1cc(C(=O)NCc2cccnc2)ccc1C	-34%	-5%	0%	-4%	.	-1%	-7%	.	-2%	.	.
CC12c3ccccc3C(c3ccccc31)C1C(=O)N(c3cccnc3)C(=O)C12 (configuration not stated)	-8%	-3%	-2%	-5%	3%	0%	-7%	.	-4%	-11%	8%

# The whole of this part, from the first entry:
Structure	BRCA1 expr up	ELG1 genotox	NPC1 promoter act	uPA surface inh	CXXC DNA block	FLuc counter	p53 reactivation	MBNL1-CUG inh	Rab9 promoter act	RORgamma inh	Gal4-VP16 FLuc
COc1ccccc1NS(=O)(=O)c1cc(C(=O)NCc2cccnc2)ccc1C	-34%	-5%	0%	-4%	.	-1%	-7%	.	-2%	.	.
CC12c3ccccc3C(c3ccccc31)C1C(=O)N(c3cccnc3)C(=O)C12 (configuration not stated)	-8%	-3%	-2%	-5%	3%	0%	-7%	.	-4%	-11%	8%
O=C(Nc1cc([N+](=O)[O-])ccc1O)NC1CCS(=O)(=O)C1 (configuration not stated)	-20%	3%	5%	5%	.	-1%	3%	.	7%	.	.
CCN1CCCC1CNC1=NCCCCC1 (configuration not stated)	-1%	-1%	-1%	0%	-2%	6%	12%	-19%	2%	13%	4%
Cc1cc(C(=O)N/N=C/c2ccc(-c3cccc([N+](=O)[O-])c3)o2)n[nH]1	2%	6%	2%	4%	8%	-2%	0%	?	2%	-19%	-10%
N/C(COc1cccc(C(F)(F)F)c1)=N\NC(=O)c1cccnc1Oc1ccccc1	-17%	-4%	0%	-4%	5%	-5%	-22%	0%	-6%	0.5µM*	1.3µM*
Cc1ccc(Cn2c(=N)n(CC(=O)c3ccc([N+](=O)[O-])cc3)c3ccccc32)cc1	-83%	?	-21%	-2%	7%	1%	16%	22%	-19%	?	-16%
CCc1ccc2oc(C(=O)Nc3nonc3C)c(C)c2c1	?	3.3µM*	0.32µM*	-6%	3%	2.1µM*	?	2%	0.63µM*	-11%	-14%
Cc1nc(SCc2ccc(O)c([N+](=O)[O-])c2)n[nH]1	2%	2%	0%	1%	16%	-1%	1%	.	3%	2%	-9%
COC(=O)C(C)(C)ONC(=O)Nc1ccccc1[N+](=O)[O-]	9%	5%	-5%	-1%	7%	1%	-2%	?	1%	-3%	2%
Cc1ccc(CNC(=O)CN(Cc2cccs2)C(=O)C2(C)CC(=O)N=C3C=CC=CN32)cc1 (configuration not stated)	-6%	1%	-6%	-1%	-5%	11%	-4%	.	2%	-13%	2%
COc1ccc(NC(=O)COc2ccccc2C)cc1S(=O)(=O)N1CCCCC1	-41%	-6%	-12%	-7%	.	0%	-3%	.	-9%	.	.
Cc1ccc(C(=O)Oc2cccc(-n3cnnn3)c2)cc1	55%	?	1%	-4%	127%[activator]	?	12%	4%	-4%	5%	-5%
O=C(O)c1ccccc1NC(=O)c1cc(-c2ccccc2)nc2ccccc12	-3%	-14%	-3%	5%	-3%	?	-3%	2%	-5%	?	-8%
S=C(N/N=C/c1ccco1)NC1CC2CCC1C2 (configuration not stated)	4%	?	?	0%	7%	19µM*	11%	16%	?	0.56µM*	2.2µM*
Cc1ccc(C(O)(C(=O)NNc2ccccn2)c2ccc(C)cc2)cc1	-4%	-2%	-4%	10%	-5%	-3%	3%	-1%	-4%	10µM*	?
Cn1ccnc1SCC(=O)N(C1CCCCC1)C1CCCCC1	-18%	-5%	-2%	1%	16%	9%	-6%	-1%	4%	11µM*	?
CN1C(=O)C(O)(c2nnc(-c3ccccc3)o2)c2ccccc21 (configuration not stated)	?	?	-4%	0%	-1%	-2%	10%	-5%	?	0%	-15%
CCc1cc(=O)oc2cc(C)cc(OCC(=O)N3CCC(C(=O)NC(C)C)(c4ccccc4)CC3)c12	-22%	-5%	0%	-12%	13%	3%	-7%	-2%	-3%	34%	5%
O=C(CSCc1c(F)cccc1Cl)NCC1CCCO1 (configuration not stated)	5%	7%	0%	.	7%	2%	-3%	-2%	3%	14%	11%
O=S(=O)(Nc1ccncc1)c1ccccc1	-15%	-2%	0%	2%	8%	8%	-3%	-3%	4%	-21%	2%
Cc1ccc(C2/C(=C(/O)c3cnn(-c4ccccc4)c3C)C(=O)C(=O)N2CCCN2CCOCC2)o1 (configuration not stated)	.	?	?	.	-9%	?	28%	5%	?	8%	28%
Clc1cccc(Cl)c1C1Nc2cccc3cccc(c23)N1	-45%	?	-8%	-4%	6%	-18%	-83%[inhibitor]	4%	-4%	0.71µM*	4µM*
CCCC(O)(c1ccc(OC)cc1)C(CN1CCOCC1)c1ccccc1 (configuration not stated)	-8%	-2%	-5%	-2%	-2%	0%	-1%	4%	-4%	41%	-7%
Cc1c(Cl)cccc1NC(=O)Cn1c(CCC(=O)O)ccc1-c1ccccc1	3%	-1%	1%	-10%	-11%	2%	-8%	-2%	-1%	-13%	-9%
COC/C=C/C1=CC2=CC(=O)C(C)(OC(=O)c3cnc4ccccc4n3)C(=O)C2=CN1C1CCCCC1 (configuration not stated)	.	0%	0%	.	-23%	1%	.	?	6%	23%	-6%
COc1ccc(NC(=O)C2CCN(S(=O)(=O)c3ccccc3)CC2)cc1	3%	-3%	4%	0%	24%	-2%	-12%	0%	10%	-10%	-1%
CC(C)c1ccccc1NC(=O)C1CN(S(=O)(=O)c2ccccc2)CCN1S(=O)(=O)c1ccccc1 (configuration not stated)	-17%	-6%	1%	10%	5%	-2%	-19%	-1%	-1%	-20%	5%
CCCCC(CCC(=O)NNC(=O)Cc1ccccc1)C(=O)O (configuration not stated)	?	1%	2%	3%	-3%	7%	1%	.	-1%	-13%	-5%
O=C(/C=C/c1ccc[nH]1)c1ccc(F)cc1	72%	?	6%	-23%	1%	12µM*	12%	?	1%	36%	-18%
COc1ccc(NC(=O)CS(=O)CC(=O)NC2CCCc3ccccc32)cc1 (configuration not stated)	0%	-2%	-2%	3%	2%	2%	-2%	-3%	-7%	21%	2%
CCOC(=O)C1CCN(S(=O)(=O)c2ccc(Br)c(OCC)c2)CC1	-29%	2%	-2%	2%	4%	1%	6%	-3%	0%	28%	-10%
COC(=O)c1ccccc1S(=O)(=O)N1CCC(C(=O)NC2CCCCC2C)CC1 (configuration not stated)	-2%	2%	-2%	1%	.	4%	0%	.	-3%	.	.
O=C(CCCN1C(=O)/C(=C\c2cccs2)SC1=S)Nc1ccc(O)cc1C(=O)O	33%	-4%	1%	-5%	2%	?	-16%	?	-2%	5.6µM*	5.6µM*
COc1ccc(C(CNC(=O)COc2ccccc2)N2CCOCC2)cc1 (configuration not stated)	-14%	0%	1%	4%	.	4%	2%	.	3%	.	.
COc1cccc(NC(=O)c2cc(-c3ccccn3)nc3ccccc23)c1	-36%	-9%	-3%	3%	.	-19%	5%	.	3%	.	.
Cc1cc(C)cc(Oc2ccccc2C=O)c1	-15%	-3%	-4%	-16%	-19%	-1%	4%	-1%	-1%	3%	?
Cc1nc(NC(=O)C2CC2)sc1C(=O)Nc1ccccc1Cl	28%	13%	3.5µM*	?	-4%	?	.	?	2.5µM*	?	?
C/C=C/Cn1c(N2CCCCCC2)nc2c1c(=O)[nH]c(=O)n2C	-34%	8%	5%	-6%	4%	2%	-4%	-17%	-2%	1%[10 µM]	-5%
O=C(c1cccc([N+](=O)[O-])c1)c1ccccn1	-1%	-1%	8%	-15%	-6%	-2%	8%	?	-1%	1%	2%
Cc1c(NS(=O)(=O)c2cccc(C(=O)NCc3ccncc3)c2)c(=O)n(-c2ccccc2)n1C	-5%	0%	1%	0%	-5%	0%	-3%	-4%	1%	0%	-7%
